FN deposit inh = fibronectin deposition inhibition; AH1F fibroblasts, Alexa488-fibronectin deposition fluorescence, overnight; 0.086% of 350,000 active; inhibition, % at 12.6 µM;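 active = mean inhibition across replicates of 30% or more, regardless of how many single replicates reach that level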;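 also: positive control wells lacked labelled fibronectin entirely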
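Assay system: AH1F fibroblasts assembling fluorescent fibronectin matrix; Amount: 10000 AH1F cells per well; Buffer or medium: DMEM, 2% serum; Probe or stimulus: Alexa488-fibronectin, 24 nM final in well; Doses: single compound dose, delivered by pin transfer; Incubation: 1 h adhesion, overnight exposure; Measured by: fluorescence 485/525 nm; Read-out: fibronectin deposition inhibition.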
Xi reactivation = X-chromosome reactivation activator. XiGFP mouse fibroblasts, % GFP-positive cells imaging, 3 d; cells co-treated with 5-aza-dC sensitizer; scaled so ellipticine positive control = 100%. activation, % at 7.58 µM. 0.055% of 360,000 active;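 active = mean normalized replicate activation at least 10% and every replicate at or above 10%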;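 also: 0% = median of on-plate neutral control wells and 100% = ellipticine 6 µM median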
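System: 68-5-11 XiGFP fibroblast line | Buffer or medium: DMEM containing 5-aza-dC | Compound: Single point | Times: Compounds 3 days, fix/stain 15 min at room temperature | Benchmarks: Positive control ellipticine, 6 µM final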
EWS-Fli inh = blocks EWS/Fli oncoprotein-driven transcription; 0.67% of 350,000 active; inhibition, % at 12.6 µM; A673 NR0B1-luciferase reporter, viability-normalised;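 active = mean inhibition of at least 50% after viability correction, with every replicate also passing that limit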;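 also: firefly luciferase signal divided by Alamar Blue viability fluorescence both relative to DMSO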
S100A4 MyoIIA = S100A4-myosin IIA interaction inhibition. P26447. S100A4/TAMRA-MyoIIA peptide fluorescence polarization. inhibition, % at 10.7 µM. 0.14% of 360,000 active. AID 652163;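 active = mean inhibition of at least 70% across replicates, with every replicate also reaching that level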
Target sequence (P26447 whole entry, looked up): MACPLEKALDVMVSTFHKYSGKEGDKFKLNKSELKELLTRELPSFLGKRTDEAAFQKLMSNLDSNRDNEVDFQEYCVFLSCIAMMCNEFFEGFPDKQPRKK
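Test system: S100A4 monomer protein; Medium: HEPES pH 7.2 with CaCl2, KCl, NaCl, DTT, Triton; Probe or stimulus: TAMRA-labelled myosin IIA heavy-chain peptide probe, 5 nM; Doses: one dose per compound; Times: polarization read 5 min after assay mix addition, stable 5–60 min; Benchmarks: neutral control DMSO, positive control TFP.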
esBAF inh = blocks esBAF chromatin remodeling in mouse ES cells; Bmi1-luciferase knock-in reporter, 24 h; 100% = twice the neutral-well signal; reporter increase, % at 12.5 µM; 2% of 350,000 active; AID 602393; in the data active = activation above about 40%;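 also: 0% = median of the plate's neutral control wells and 100% = double that signal; a rise in the Bmi1 reporter signal indicates esBAF inhibition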
E-sel inducer = induces E-selectin expression in human endothelial cells; AID 686992; P16581; activation, % at 7.58 µM; 0.37% of 260,000 active; HUVEC E-selectin immunofluorescence imaging; normalized: neutral wells 0, TNF-alpha wells 100;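 active = mean E-selectin-positive cell signal at least 10% of the positive control, reached in at least 60% of replicates, without over 20% cell loss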;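 also: in these data hits start at about 27%; measured in HUVEC primary endothelial cells; signal is the percent of cells scored E-selectin positive by PE staining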
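Assay system: HUVEC primary endothelial cells. Input: 3,000 HUVEC seeded per well. Doses: one compound dose added by pin transfer. Read-out basis: % PE-positive cells. Benchmarks: TNF-alpha high, DMSO low. Detection: immunofluorescence imaging. Buffer or medium: EGM-2, gelatin.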
RAD52 anneal inh = blocks human RAD52 DNA annealing; P43351; recombinant RAD52 DNA annealing, FRET fluorescence; inhibition, % at 18.7 µM; 0.46% of 360,000 active; AID 651710;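 active = every replicate showing at least 50% inhibition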
Target sequence (P43351 whole entry, looked up): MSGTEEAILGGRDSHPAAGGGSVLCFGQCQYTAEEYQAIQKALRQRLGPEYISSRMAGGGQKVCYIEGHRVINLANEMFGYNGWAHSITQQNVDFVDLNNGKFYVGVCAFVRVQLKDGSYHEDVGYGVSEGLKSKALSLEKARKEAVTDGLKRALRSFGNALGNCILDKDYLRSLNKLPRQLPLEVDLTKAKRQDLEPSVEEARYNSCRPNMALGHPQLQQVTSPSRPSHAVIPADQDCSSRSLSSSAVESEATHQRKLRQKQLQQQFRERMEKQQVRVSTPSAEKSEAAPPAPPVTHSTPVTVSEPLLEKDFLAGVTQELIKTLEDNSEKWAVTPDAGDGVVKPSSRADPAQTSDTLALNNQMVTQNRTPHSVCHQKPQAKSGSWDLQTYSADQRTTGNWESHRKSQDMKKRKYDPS
RAD54 branch = inhibitors of human RAD54 branch migration; inhibition, % at 10.4 µM; 0.14% of 360,000 active; Q92698; RAD54 Holliday junction branch migration, FAM/BHQ fluorescence; AID 602329;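 active = mean normalized replicate activity at least 40 and at least half of replicates scoring 40 or more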;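 also: 0% = median of neutral control wells and 100% = median of positive control wells; inhibitors cause a drop in the FAM fluorescence signal; in these data hits start at about 50%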
Starred values were filed as active, the others as inactive; / = no result given.

No.	structure	S100A4 MyoIIA	RAD54 branch	EWS-Fli inh	E-sel inducer	FN deposit inh	esBAF inh	RAD52 anneal inh	Xi reactivation
1	CN1C/C(=C/c2cccnc2)C(=O)/C(=C/c2cccnc2)C1	13.6	/	/	-0.1	7.8	/	-11.5	0.2
2	O=C(C[C@H]1C=C[C@@H](NC(=O)Cc2ccccn2)[C@H](CO)O1)NCCCN1CCOCC1	0.0	3.6	11.4	-0.1	1.3	-1.5	1.2	0.1
3	Cc1c(Br)cccc1NC(=O)C1(C)CCN1C(C)C (configuration not stated)	0.1	3.5	-1.5	-1.6	4.2	-4.6	-2.2	0.1
4	CCc1ccc(NC(=O)CSc2nc(=O)n(CCCN3CCOCC3)c3c2CCCC3)cc1	-11.5	0.7	4.0	1.2	-0.5	-6.5	-2.4	-0.2
5	O=C(CN1CCc2ccccc2C1)Nc1ccccc1Cl	0.4	-0.8	0.0	/	0.0	6.0	0.0	0.0
6	Cc1cccc(NS(=O)(=O)c2cc(C(=O)N3CCCC3)ccc2Cl)c1	0.3	/	3.9	0.4	-0.4	/	-16.7	0.1
7	CCOC(=O)c1c(-c2ccccc2)csc1N1C(=O)Nc2ccccc2N1O	3.3	/	-6.0	-0.2	-1.8	/	-24.0	0.1
8	O=C(Nc1ccc2c(c1)OCO2)c1cc(C2CCCCN2C(=O)c2ccc3c(c2)CCO3)on1 (configuration not stated)	-0.7	4.7	-16.8	-0.2	22.2	7.3	-58.1	0.2
9	CC(C)(C)n1cnc2cc(NCc3ccc(Br)cc3)ccc21	-2.9	0.2	-103.2	/	7.0	50.9	-12.7	0.1
10	O=S(Cc1ccc(Cl)cc1)c1ccccc1 (configuration not stated)	3.4	/	-22.7	-0.1	4.7	5.6	-1.6	0.0
11	CC(=O)N1CCOc2ccc(S(=O)(=O)Nc3cccc(C)c3)cc21	0.2	/	/	/	-0.4	-1.1	5.5	0.0
12	CCCNC(=O)C[C@H]1C[C@H]2c3cc(NS(=O)(=O)c4ccc(OC)cc4)ccc3O[C@H]2[C@H](CO)O1	/	3.1	2.6	-0.5	-18.3	3.5	/	0.0
13	O=C(Nc1ccnn1C1CCN(C(=O)c2ccc(C(F)(F)F)cc2)CC1)C1CC1	-0.7	-5.9	/	/	2.9	-1.4	-6.6	0.3
14	O=C(C1CCCCC1)N1CC(=O)N2[C@@H](CO)[C@H](c3ccc(-c4cccnc4)cc3)[C@@H]2C1	8.3	/	/	0.3	/	/	-1.7	0.1
15	COc1cccc(NC(=O)C(C)C)c1	6.3	-7.0	1.9	0.0	4.1	-5.0	-10.0	0.0
16	COc1cccc(N2CCN(c3ccc([N+](=O)[O-])cn3)CC2)c1	-0.9	10.0	-8.3	0.0	2.5	13.3	-15.3	0.1
17	CC(C)NC(=O)Nc1ccc2c(c1)C(=O)N([C@H](C)CO)C[C@@H](C)[C@@H](CN(C)S(=O)(=O)c1ccc(F)cc1)OCCCC[C@H](C)O2	2.3	-2.4	2.9	-0.1	/	5.0	7.7	0.0
18	CCOC(=O)C(C)N(c1ccccc1Cl)S(C)(=O)=O (configuration not stated)	-2.3	-11.0	-13.6	-0.1	3.2	2.0	-8.2	0.0
19	COC(=O)[C@H](C)NC(=O)NCCC1=CCCCC1	0.0	/	1.0	4.0	2.3	/	-4.1	0.0
20	CCCC(=O)Oc1cccc(C2NC(=O)c3ccccc3O2)c1 (configuration not stated)	-1.0	4.9	21.7	0.1	1.4	-7.8	-19.1	0.1
21	CCCCCC(C)NC(=O)CN1C(=O)NC(C)(c2ccc3ccccc3c2)C1=O (configuration not stated)	-6.5	-7.0	1.4	-0.7	/	1.9	-18.8	0.0
22	COc1ccc(-c2ccc3n(c2=O)C[C@@H]2[C@@H](CO)[C@H](C(=O)N4CCCCC4)[C@H]3N2C)cc1	-2.7	-4.0	1.8	0.1	/	-2.2	4.5	0.1
23	O=C(NCCCn1ccnc1)c1cc(C2CC2)on1	-3.1	1.5	0.7	-1.6	-4.4	5.2	-10.0	0.0
24	COc1ccc(NC(=O)O/N=C/c2ccc(N(C)C)cc2)cc1	1.1	7.1	-25.2	0.0	7.9	16.9	-11.8	0.0
25	Cc1ncoc1C(=O)N1CCCC(N2CCN(c3cccc(C(F)(F)F)c3)CC2)C1 (configuration not stated)	0.0	-16.6	5.4	/	3.9	0.8	-1.3	0.0
26	O=C(O)c1cccc(NC(=S)NC(NC(=O)c2ccccc2[N+](=O)[O-])C(Cl)(Cl)Cl)c1 (configuration not stated)	-1.2	/	-4.2	0.0	-5.5	/	-8.8	0.0
27	CN(Cc1ccccc1)C(=O)c1cn(C)c2ccc(S(=O)(=O)N3CCCC3)cc2c1=O	-3.5	2.1	/	/	1.5	-0.2	2.3	0.1
28	CCCOc1cccc(C(=O)N(Cc2ccccc2)C2CCS(=O)(=O)C2)c1 (configuration not stated)	-6.2	0.4	-0.9	0.2	3.6	/	12.4	0.3
29	CSc1ccc(CCNS(=O)(=O)c2ccc3c(c2)C(C)(C)C(=O)N3C)cc1	0.4	5.6	/	/	-3.6	-1.5	-11.5	0.2
30	C[N+](C)(C)CCCC(=O)c1ccc2c(c1)OCO2	2.2	-1.7	/	/	13.2	-12.1	/	/
31	COc1ccc(-c2n[nH]c(=S)n2Cc2ccccc2)cc1OC	-1.5	-6.3	11.1	0.0	0.6	-0.2	1.0	0.1
32	CCOc1ccc(NC(=O)CN(C)C(=O)CCNC(=O)c2ccccc2Cl)cc1OCC	-3.4	/	-3.5	0.3	6.8	/	-3.3	0.1
33	COc1ccc2c3c([nH]c2c1)[C@@H](CO)N(C(=O)Nc1ccc(F)cc1)CC31CN(Cc2cc(F)ccc2F)C1	-5.6	/	11.2	0.1	-9.4	/	-13.4	0.0
34	CC(C)CCNC(=O)CCn1nc(-c2ccccc2)ccc1=O	-1.4	/	-2.5	/	5.1	/	-6.3	-0.1
35	COc1ccc(CC(=O)NCc2ccccc2F)cc1S(=O)(=O)N1CCOCC1	-4.0	2.7	6.7	5.4	-1.0	1.9	-5.1	0.1
36	CCN(CC)S(=O)(=O)c1ccc(C)c(NC(=O)COc2ccc3c(C)cc(=O)oc3c2)c1	/	-4.5	/	/	12.6	-1.8	/	0.8
37	C[C@@H]1CCCCO[C@@H](CN(C)S(=O)(=O)c2cccs2)[C@@H](C)CN([C@H](C)CO)C(=O)c2cc(NS(=O)(=O)c3cn(C)cn3)ccc2O1	0.3	-5.2	-19.7	/	-5.9	-16.4	46.6	-0.1
38	Cc1cc(Cl)ccc1NC(=O)COC(=O)c1nc2nccc(C)n2n1	10.6	/	-4.3	4.5	-0.2	/	-12.5	0.1
39	C=CC[C@@H](CC(=O)N[C@@H](CO)Cc1ccccc1)C(=O)N[C@@H](COC(=O)[C@H](CC=C)CC(=O)OC(C)(C)C)Cc1c[nH]c2ccccc12	-3.1	4.5	8.0	0.2	-2.5	12.1	-12.9	0.4
40	COCC#Cc1ccc2c(c1)O[C@@H](CN(C)Cc1cccnc1)[C@@H](C)CN([C@H](C)CO)S2(=O)=O	2.8	-8.7	17.4	-1.2	4.7	1.6	-1.6	0.1
41	CCCNC(=O)N(C)C[C@H]1Oc2cc(-c3ccccc3)ccc2S(=O)(=O)N([C@@H](C)CO)C[C@@H]1C	-7.4	-0.1	0.6	0.4	/	-0.7	-5.1	-0.9
42	COc1cc(C(F)(F)F)nc2c(Br)c(C(C)(C)C)nn12	-4.8	-0.7	-2.6	0.3	-7.5	/	-21.8	0.1
43	Cc1ccc(S(=O)(=O)NC(=O)N2CCCN(Cc3ccc(F)cc3)CC2)cc1	4.6	-4.5	-12.4	7.0	-14.4	4.3	-18.4	0.2
44	CCN(Cc1ccccc1)Cc1ccc(OCc2ccccc2)c(OC)c1	-2.2	-18.4	-8.8	-0.1	3.7	-1.0	0.6	0.0
45	CC(NC(=O)NC12CC3CC(CC(C3)C1)C2)c1ccc2c(c1)OCO2 (configuration not stated)	-4.0	/	-11.6	-0.7	-2.4	/	-5.5	-0.1
46	Cc1cc(C)cc(OCC(=O)OCC(=O)NCc2cccs2)c1	0.6	-6.6	-7.4	-8.5	-3.0	1.3	-19.4	0.0
47	Cc1cccc(C(=O)OC2CCN(C)CC2)c1	8.2	/	-15.9	/	-0.5	2.6	-9.1	0.0
48	Cc1c2cnn(CC(=O)NCc3ccccn3)c(=O)c2c(C)n1Cc1ccccc1	-3.6	2.4	-13.2	-0.1	-0.7	-1.7	-9.0	0.4
49	COC(=O)CC1SCCNC1=O (configuration not stated)	6.0	-1.1	/	/	7.2	6.1	-4.8	/
50	O=C(CCC1CCCN(C(=O)c2ccc(F)c(F)c2)C1)N1CCN(c2ccccn2)CC1 (configuration not stated)	-3.0	-3.5	/	/	13.7	2.8	-1.0	0.3
51	COC(=O)N1C(=O)[C@](c2ccccc2)(C2CCCC2)N1C(=O)OC	5.9	10.9	-3.7	-0.3	4.4	-10.8	0.3	1.1
52	Cc1ccc(-c2cnc3c(c2)C(=O)N([C@H](C)CO)C[C@H](C)[C@H](CN(C)C(=O)c2ccncc2)O3)cc1	2.6	2.0	-7.3	0.2	0.3	-0.6	-8.8	0.1

Gathered by group, the entries above with a thiophene ring, fused or not (3)
No.	structure	S100A4 MyoIIA	RAD54 branch	EWS-Fli inh	E-sel inducer	FN deposit inh	esBAF inh	RAD52 anneal inh	Xi reactivation
7	CCOC(=O)c1c(-c2ccccc2)csc1N1C(=O)Nc2ccccc2N1O	3.3	/	-6.0	-0.2	-1.8	/	-24.0	0.1
37	C[C@@H]1CCCCO[C@@H](CN(C)S(=O)(=O)c2cccs2)[C@@H](C)CN([C@H](C)CO)C(=O)c2cc(NS(=O)(=O)c3cn(C)cn3)ccc2O1	0.3	-5.2	-19.7	/	-5.9	-16.4	46.6	-0.1
46	Cc1cc(C)cc(OCC(=O)OCC(=O)NCc2cccs2)c1	0.6	-6.6	-7.4	-8.5	-3.0	1.3	-19.4	0.0

Screens deposited in PubChem BioAssay by Broad Institute.
